# PriA SSB inh – K. pneumoniae PriA-SSBct interaction inhibition; AlphaScreen SSBct-PriA binding, biotinylated peptide; inhibition, % at 33 µM; hit rate 0.6% among 430,000; in the data active means inhibition mostly above about 37%, no sharp cut-off; inactive means mostly below about 20%;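 further: plate controls were negative control peptide for no effect and reference peptide for full effect; strong numbers were not always called active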
# * hit, by the source's call; & = joins results of further samples.
SMILES,PriA SSB inh
CN1CCCc2cc(C(CNC(=O)NC(C)(C)C)N(C)C)ccc21 (stereo not given),15.0
CCCCOc1ccc(C(=O)NC[C@](C)(O)COC)cc1,4.0
CCOC(=O)N1CCN(C(=O)CSc2ccc(NC(=O)c3ccco3)nn2)CC1,-7.0
CC(C)c1cc(=O)n2c(n1)SCC2CC(=O)NCCC1=CCCCC1 (stereo not given),7.0
O=C(Nc1ccc2c(c1)OCCO2)c1cnc2sccn2c1=O,-16.0
COc1cccc(C(=O)Nc2nc(CN3CCc4ccccc4C3)cs2)c1OC,-1.0
O=C(NCCn1cc(SCc2cccc(C(F)(F)F)c2)c2ccccc21)c1ccc(Cl)cc1,-4.0
O=C(Cc1csc(NC(=O)c2ccc[nH]c2=O)n1)NCCc1c[nH]c2ccccc12,-10.0
Cc1ccccc1Cn1nc(C2CCCN(S(C)(=O)=O)C2)n(C)c1=O (stereo not given),-25.0
Cc1cc(C)c2c(N)[nH]nc2n1,-9.0&-8.0
COc1ccc(NC(=O)CC(C)=NNC(=O)C(=O)Nc2cccc(Cl)c2C)c(OC)c1,-17.4
CC(Cc1ccccc1)=NNC(=O)CNC(=O)c1cccc(Br)c1,11.6

# Pulled by compound from the list above:
SMILES,PriA SSB inh
Cc1cc(C)c2c(N)[nH]nc2n1,-9.0&-8.0
O=C(Nc1ccc2c(c1)OCCO2)c1cnc2sccn2c1=O,-16.0
O=C(NCCn1cc(SCc2cccc(C(F)(F)F)c2)c2ccccc21)c1ccc(Cl)cc1,-4.0
O=C(Cc1csc(NC(=O)c2ccc[nH]c2=O)n1)NCCc1c[nH]c2ccccc12,-10.0
CC(C)c1cc(=O)n2c(n1)SCC2CC(=O)NCCC1=CCCCC1 (stereo not given),7.0
CC(Cc1ccccc1)=NNC(=O)CNC(=O)c1cccc(Br)c1,11.6

# (further entries)
SMILES,PriA SSB inh
COc1ccc(-c2nnc3ccc(OCCNC(=O)C(C)(C)C)nn23)cc1OC,-5.0
O=S(=O)(c1cccs1)N1CCN(c2ccc3nncn3n2)CC1,10.0
Oc1ccc(C=NNP(=S)(c2ccccc2)c2ccccc2)cc1,9.6
COC(=O)c1ccc(NC(=O)C(=O)NCCN2CCN(c3ccc(F)cc3)CC2)cc1,-18.0&10.0
O=c1ccc(-c2ccc(F)cc2)nn1CCCNS(=O)(=O)c1ccc(Cl)s1,-7.0
COc1ccc(-c2cc(-c3ccc(C)c(C)c3)nc(SCC(=O)Nc3nsc(-c4ccccc4)n3)c2C#N)cc1OC,-7.0&-4.0
Cc1ccc(Oc2nc3ccccc3n3c(=O)n(CC(=O)Nc4cccc(C(F)(F)F)c4)nc23)cc1,-5.0&2.0
CC(/C=C1\SC(=S)N(NC(=O)c2cccc([N+](=O)[O-])c2)C1=O)=C\c1ccccc1,7.0
Cc1[nH]n(-c2ccccc2)c(=O)c1C=NNc1nncc(-c2ccccc2)n1,96.7
Cc1no[n+]([O-])c1COc1ccc(C=Nn2nnnc2N)cc1,-7.2
Cc1ccc(OCC(=O)Nc2ccccc2C(=O)O)c(Br)c1,-12.0&-4.0
O=C(NN=Cc1ccccn1)c1ccco1,1.9
CN1CCN(N=Cc2ccc(C#N)cc2)CC1,-8.8
COc1ccc(N2CCN(CCNC(=O)C(=O)Nc3cc(C)nc4ccccc34)CC2)cc1,-5.0
CN=C(C)C(C(=O)OC)=C(O)c1c(F)cccc1F,-5.2
Fc1cccc(Nc2nc(NCc3cccnc3)nc3c2cnn3-c2ccccc2)c1,-5.0
Cn1nc(-c2ccc(F)cc2)cc1C(=O)NCC(O)(c1ccccc1)C(F)(F)F (stereo not given),-6.0
CC(C)S(=O)(=O)c1ccc(CC(=O)N2CCC(CSc3nccn3C)CC2)cc1,-18.0
O=C(NCCn1nc(-c2ccsc2)cc1C1CC1)c1ccc(F)cc1Cl,-2.0
Oc1ccc(C=NNc2nc(N3CCCC3)nc(N3CCCC3)n2)cc1O,5.2
CC1CCN(c2nn(CC(=O)Nc3ccc4c(c3)OCO4)c(=O)c3ccccc23)CC1,-7.0
COc1ccc(CN2C(=O)c3cccc4cccc(c34)C2=O)cc1S(=O)(=O)N1CCOCC1,-10.0&-7.0
COc1ccc(-n2c(Cc3cccn3C)nnc2SCC(=O)Nc2cc(C)on2)cc1,24.0
Cc1nc2c(ccc3nc(NC(=O)c4ccc(N(C)C)cc4)sc32)s1,17.0
CC(=NNC(=O)C(C)Oc1ccc([N+](=O)[O-])cc1)c1ccccn1 (stereo not given),47.8*
C(=NNc1nc2ccccc2[nH]1)c1cccs1,-4.4
O=C(Nc1cccc(Cl)c1Cl)NC1CC(=O)N(c2ccc(F)cc2)C1 (stereo not given),0.0
Cc1cc(C(=O)N(Cc2ccco2)C2CCOCC2)no1,2.0
CO[C@@H](CNS(=O)(=O)c1ccc2c(c1)CCCC2)c1ccc(Cl)s1,-3.0
O=C(NCc1csc2ncnn12)C1CCCN(c2ccc(-n3cncn3)nn2)C1 (stereo not given),-9.0
c1nc(C2CC2)cc(N2CCNCC2)n1,-9.0
COc1ccc(C[C@](C)(O)CNC(=O)C2CCN(S(C)(=O)=O)CC2)cc1,-14.0
CCN1C(=O)C(C)(C)COc2ccc(NC(=O)Cc3cccs3)cc21,5.0
O=C(CN1C(=O)CCC1=O)N1CCC(CSCc2ccco2)CC1,5.0
COc1cn(-c2ccc(F)cc2)nc1C(=O)NCc1cccs1,-18.0&-16.0
CCCN1CCCc2cc(CCNC(=O)C(=O)Nc3nccs3)ccc21,-3.0&32.0

# 5 structures from above, sorted by count of non-hydrogen atoms, rising:
SMILES,PriA SSB inh
C(=NNc1nc2ccccc2[nH]1)c1cccs1,-4.4
Cc1cc(C(=O)N(Cc2ccco2)C2CCOCC2)no1,2.0
O=C(CN1C(=O)CCC1=O)N1CCC(CSCc2ccco2)CC1,5.0
O=C(Nc1cccc(Cl)c1Cl)NC1CC(=O)N(c2ccc(F)cc2)C1 (stereo not given),0.0
O=C(NCc1csc2ncnn12)C1CCCN(c2ccc(-n3cncn3)nn2)C1 (stereo not given),-9.0

# The list continues.
SMILES,PriA SSB inh
CCCC(O)=C1C(=O)CC(C)(C)CC1=Nc1cccc([N+](=O)[O-])c1,9.6
O=C(NC1CCN(c2ccc(-c3ccccc3F)nn2)C1)c1ccoc1 (stereo not given),-10.0
Cc1sc2ncnc(N3CCN(c4ncnc5sc(C)c(C)c45)CC3)c2c1C,-5.0
CCn1c(SCC(=O)Nc2cc(F)ccc2F)nc2c(-c3ccccc3)c[nH]c2c1=O,-14.0
CCCCc1noc2c1C(=NO)CC(c1ccccc1)C2 (stereo not given),-7.2
C[C@H]1Cc2ccccc2N1C(=O)CSc1nnc(CCc2nc3ccccc3s2)o1,-9.0
Cn1nc(N2CCCC(C(=O)Nc3ccc4n[nH]nc4c3)C2)ccc1=O (stereo not given),5.0
Cc1csc(N2C(=N)SCC2=O)n1,-6.0
O=C(NC1CC1)C(=O)N1CCN(c2ccc(F)cc2)CC1,-20.0
CC(CC(=O)NC12CC3CC(CC(C3)C1)C2)=NNC(=O)c1cnccn1,-1.0
Oc1ccc(CN2CCCCCC2)c2cccnc12,124.5*
CN(C(=O)C(N=Nc1cccc(C(F)(F)F)c1)=C(O)C(F)(F)F)c1ccccc1,5.0
O=C(c1cc(-c2ccc(F)cc2)n[nH]1)N1CCC(c2nnc(-c3ccsc3)o2)CC1,-12.0
COc1ccc(NC(=O)Nc2c(C)nc3ccccn3c2=O)cc1,0.0
Cn1c(C(=O)Nc2nc(-c3ccccn3)cs2)cc2ccccc21,92.8*
CC(C)(C)c1csc(NC(=O)C2CCN(S(C)(=O)=O)CC2)n1,13.0
O=C(CCn1cnc2ccccc2c1=O)Nc1nc2c(s1)COCC2,-6.0
O=S1(=O)CCC(Oc2ccccc2)C1 (stereo not given),-19.0
Cc1cc(SCC(=O)Nc2ccc(C(C)(C)C)cc2)nc2ccccc12,6.0
COc1cccc(OCC(=O)NCCS(=O)(=O)N2CCN(c3ncccn3)CC2)c1,-22.0
O=C(Cc1csc(Nc2ccccc2)n1)Nc1ccc2c(c1)OCO2,19.0
CC(C)(C)c1cc(CCC(=O)O)cc(C(C)(C)C)c1,14.0
Cc1nnc(NC(=O)c2ccc(S(=O)(=O)NCc3ccccn3)cc2)s1,5.0&-4.0
O=C(NC1CCS(=O)(=O)C1)c1cc(N2CCCC2)ncn1 (stereo not given),-22.0
Cn1nc(-c2ccc(F)cc2)cc1C(=O)NCCn1ccc(C(F)(F)F)n1,-9.0
Cc1cc(C)n(-c2nc(C)c(C)c(=O)n2CC(=O)NCc2ccco2)n1,-14.0
Cc1noc(Cc2ccccc2NC(=O)Cc2ccccc2Cl)n1,-8.0
O=C(c1nc2ccccc2s1)N1CCSC(c2ccccc2)CC1 (stereo not given),0.0
O=C(NN=Cc1c(Cl)[nH]c2ccccc12)c1ccc2c(c1)OCCO2,6.4
Nc1ccc(S(=O)(=O)N2CCNC(=O)C2)cc1,7.0
CN(C)c1ccc(CCNC(=O)C2CC2)cc1,-12.0
C[C@@](O)(CNC(=O)C(=O)NCc1ccc(F)cc1)Cc1ccco1,-10.0
COC(=O)Nc1nc(CC(=O)NC2CC2)cs1,2.0
Cc1nc(-n2cccc2)sc1C(=O)N1CCCC(c2nnc(-c3ccsc3)o2)C1 (stereo not given),-5.0
CN(C)c1ccc(C=NNc2nc(-c3ccccc3)cc(=O)[nH]2)cc1,-13.9
COc1ccc(S(=O)(=O)CCC(=O)Nc2nnc(-c3cccnc3)o2)cc1,-7.0
Cc1cc(NC(=O)CSc2nc3ccc(N4CCOCC4)cc3c(=O)n2Cc2ccccc2)n[nH]1,0.0
CC(=NNc1ccc(S(N)(=O)=O)cc1[N+](=O)[O-])c1cccnc1,1.0
O=C(Cn1cnc2ccccc2c1=O)Nc1cc(OCc2ccc3c(c2)OCO3)ncn1,-3.0
Nc1sc2c(c1-c1nc(-c3ccc(Br)cc3)cs1)CCCC2,-4.0
Cc1ccc2c(CC(=O)N3CCN(C(c4ccccc4)c4ccccc4)CC3)cc(=O)oc2c1,6.0
COCC(=O)Nc1ccc2c(c1)CCC(=O)N2Cc1ccccc1,-4.0
COc1ccccc1C(=O)NCCn1cc(SCC(=O)Nc2ccc(F)cc2F)c2ccccc21,8.0
O=C1CSC(=S)N1CCc1ccc(O)cc1,2.0
Cc1ccc(C(=O)Nc2ccc(SCCN3CCOCC3)nn2)cc1,-7.0
CSc1cccc(-c2nnc(NC(=O)c3ccc(Cl)s3)o2)c1,4.0&11.0
CON=CCC(=O)c1cnc(-c2ccc(Cl)cc2)s1,-3.5
Cc1ccc(CNC(=O)C(=O)NN2CCN(C)CC2)cc1,-17.0
CC(=O)N1CCc2ccc(NS(=O)(=O)CCc3ccccc3)cc21,-10.0
C[C@H](NC(=O)C(=O)NCC1(O)Cc2ccccc2C1)c1ccccc1,-2.0
O=C(Nc1nc(-c2ccco2)cs1)c1cccc(Oc2ccccn2)c1,0.0
O=C(COc1ccccc1)NCCSc1c(-c2ccc(Cl)cc2)[nH]c2ccccc12,-19.0
Cc1nc(-c2ccccc2Cl)sc1CNC(=O)COc1ccc(F)cc1,-17.0
Cc1ccc(-c2cc(=O)n(CC(=O)Nc3nccs3)cn2)cc1,-15.0
CCc1ccc(C=NNC(=O)c2ccc(Br)o2)s1,-8.6
COc1ccc(NC(=O)C(=O)NCC2CCN(C3CCCC3)CC2)cc1OC,-4.0
CC(=NNC(=O)c1ccc(OC2CCCC2)cc1)c1ccc(C)s1,-6.2
S=c1[nH]nc(-c2ccncc2)n1N=Cc1ccccc1Cl,-2.3
CN(CC(=O)Nc1cnn(CC2COc3ccccc3O2)c1)S(C)(=O)=O (stereo not given),-18.0
COc1ccc(C[C@](C)(O)CNC(=O)C(=O)NCc2ccccc2Cl)cc1,-10.0
# Additional entries
SMILES,PriA SSB inh
COc1ccccc1OCC(=O)Nc1nc2ccc3nc(C)sc3c2s1,-8.0&-1.0
CC(=O)Nc1cccc(NC(=O)CSc2nc(CC(=O)Nc3ccc(C(N)=O)cc3)cs2)c1,13.0
COc1ccccc1N(CC(=O)NN=C(C)c1ccccc1O)S(=O)(=O)c1ccc(C)cc1,-1.4
O=C1c2ccccc2C(=O)N1CNc1ccc(Cl)c(Cl)c1,3.0
S=C(Nc1ccc(Cl)cc1)N1CCn2cccc2C1c1cccs1 (stereo not given),5.0
C=CCN1C(=O)/C(=C\C=C2/SCCN2C)SC1=S,13.0
CC1CC(=NNC(=O)c2cccs2)CC(C)(C)C1 (stereo not given),-20.7
COc1ccccc1C=NNC(=O)c1ccc(NC(=O)c2ccccc2Br)cc1,10.9
COC(CNS(=O)(=O)c1ccc(-n2cccn2)cc1)c1ccc(Cl)s1 (stereo not given),-7.0
COc1ccc(-c2cc(=O)n(CC(=O)NCc3ccco3)cn2)cc1,-7.0
COc1cccc(-c2nnc3ccc(OCCNC(=O)Nc4ccc(F)c(F)c4)nn23)c1,-4.0
CO[C@@]1(CNC(=O)Nc2ccccc2F)CCSC1,-8.0
O=C(COc1ccccc1Br)N1CCCCC1,-13.0
O=C(NCC1Cc2ccccc2CO1)c1ccc(Br)o1 (stereo not given),1.0
COc1ccc(C(=O)c2oc3cc(NC(=O)c4ccco4)ccc3c2C)cc1OC,16.0
CCOc1ccc(-c2cn3c(CC(=O)NCc4ccc5c(c4)OCO5)csc3n2)cc1,-4.0
O=C(Nc1ccc(-c2cn3cccnc3n2)cc1)c1ccccc1F,1.0
CCOc1ccc(C(=O)N2CCN(c3cc(-n4cncn4)ncn3)CC2)nn1,-21.0
Cn1c(=NC(=O)c2ccc(Cl)s2)sc2cc([N+](=O)[O-])ccc21,-16.0
COc1ccc(OCC(=O)NN=C/C=C/c2ccccc2)cc1,-12.5
Cc1nnc(SCC(=O)c2cc(C)n(-c3cc(Cl)ccc3Cl)c2C)s1,2.0
CSc1cccc(NC(=O)Cc2cc(=O)[nH]c(SCc3ccccc3F)n2)c1,-11.0
O=C(Cc1csc(NC(=O)C2CC2)n1)NCc1ccccn1,-6.0
O=c1c2[nH]c3ccccc3c2nc(SCc2ccccc2F)n1-c1ccc(F)cc1,-14.0
O=C(NCc1cc(C2CC2)n(C2CCCC2)n1)C1CC=CCC1 (stereo not given),-2.0
O=C(Nc1cnc(Oc2ccccc2)nc1)c1cccc(Cl)c1,-18.0
O=C1C2C(C(=O)N1N=Cc1ccco1)C1C=CC2C12CC2 (stereo not given),-11.6
CC(=O)Nc1ncc(S(=O)(=O)N2CCCN(S(=O)(=O)c3cnn(C)c3)CC2)s1,-14.0

# Source: PubChem

# This is a subset (hit frequency here may not be typical).
